# DENV2 CPE rescue = protects cells from dengue virus 2 cytopathic effect. DENV2-infected cells, cytopathic effect rescue, plate reader. CPE inhibition, % at 9.99 µM. 350,000 compounds, 1.7% hits. AID 651640; in the data active means CPE inhibition above about 20%, passing the limit was not always enough; inconclusive means no clear call, values can overlap the other calls; tested in BHK-21 cells;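 further: 0% = median of neutral control wells and 100% = median of positive control wells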
# PglD DTNB = blocks C. jejuni PglD acetyltransferase activity | 360,000 compounds, 0.098% hits | purified PglD enzyme, DTNB colorimetric CoA detection | inhibition, % at 12.5 µM; in the data active means inhibition above about 16%, passing the limit was not always enough; inconclusive means no clear call, values can overlap the other calls; further: strong numbers were not always called active
# ERp5 inh = blocks human ERp5 reductase activity on insulin; AID 651711; Q15084; 350,000 compounds, 0.05% hits; ERp5 insulin aggregation, absorbance 650 nm, 90 min; inhibition, % at 9.99 µM;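 active means mean replicate inhibition above about 25%, with every replicate also reaching it, limit read from the data, passing the limit was not always enough; inconclusive means only one of those two criteria met; inactive means neither criterion met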
# Target sequence (Q15084 whole entry, looked up): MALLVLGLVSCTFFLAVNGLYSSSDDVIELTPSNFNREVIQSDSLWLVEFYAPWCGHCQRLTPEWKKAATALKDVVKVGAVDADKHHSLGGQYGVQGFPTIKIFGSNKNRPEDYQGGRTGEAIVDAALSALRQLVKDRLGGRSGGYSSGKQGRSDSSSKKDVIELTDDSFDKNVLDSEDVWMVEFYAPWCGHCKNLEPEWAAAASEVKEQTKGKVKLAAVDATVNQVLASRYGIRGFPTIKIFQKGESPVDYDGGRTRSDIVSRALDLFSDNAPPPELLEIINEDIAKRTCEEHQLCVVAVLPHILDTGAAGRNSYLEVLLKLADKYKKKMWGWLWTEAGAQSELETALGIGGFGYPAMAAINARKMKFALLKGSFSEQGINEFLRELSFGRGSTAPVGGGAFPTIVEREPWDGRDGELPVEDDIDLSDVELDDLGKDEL
# SIRT5 block = sirtuin-5 (human) deacylase inhibition; inhibition, % at 15 µM; Q9NXA8; Purified SirT5, succinyl-peptide AMC, trypsin-coupled fluorescence; 330,000 compounds, 1.1% hits; AID 652115; in the data active means inhibition above about 15%; inconclusive means no clear call, values can overlap the other calls
# Target sequence (Q9NXA8 whole entry, looked up): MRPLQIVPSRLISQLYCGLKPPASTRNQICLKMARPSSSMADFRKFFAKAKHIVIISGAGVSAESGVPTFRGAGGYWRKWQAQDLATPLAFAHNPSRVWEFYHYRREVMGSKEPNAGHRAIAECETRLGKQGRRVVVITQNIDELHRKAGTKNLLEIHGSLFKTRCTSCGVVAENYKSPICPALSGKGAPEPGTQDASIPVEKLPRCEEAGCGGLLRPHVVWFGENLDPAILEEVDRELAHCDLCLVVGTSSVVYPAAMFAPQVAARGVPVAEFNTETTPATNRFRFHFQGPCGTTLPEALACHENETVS
# Statin myotox sup = protects C2C12 myotubes from simvastatin toxicity; ATP luminescence, 48 h; scaled: DMSO 0, geranylgeraniol control 100; rescue of ATP level, % at 7.49 µM; 330,000 compounds, 0.78% hits; AID 602340;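 active means mean ATP rescue above about 67%, or every replicate alone reaching that limit, limit read from the data, passing the limit was not always enough; inconclusive means no clear call, values can overlap the other calls; inactive means mean under the limit and some replicate under it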;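 further: myotubes were challenged with 10 µM simvastatin during compound exposure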
# E-sel inducer = E-selectin induction on HUVECs. P16581. HUVEC E-selectin immunofluorescence imaging; normalized: neutral wells 0, TNF-alpha wells 100. activation, % at 7.58 µM. 260,000 compounds, 0.37% hits;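 active means mean E-selectin-positive cell signal at least 10% of the positive control, reached in at least 60% of replicates, without over 20% cell loss; inconclusive means no rule given, readout overlaps actives, possibly toxicity-flagged; inactive means the rest, including those meeting only one limit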;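 further: in these data hits start at about 27%; measured in HUVEC primary endothelial cells; signal is the percent of cells scored E-selectin positive by PE staining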
#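 System: HUVEC / Compound: single concentration / Signal: immunofluorescence imaging / Read-out: percent E-selectin-positive cells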
# S100A4 MyoIIA = inhibitors of human S100A4 binding to myosin IIA peptide; P26447; S100A4/TAMRA-MyoIIA peptide fluorescence polarization; inhibition, % at 10.7 µM; 360,000 compounds, 0.14% hits; AID 652163;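 active means mean inhibition of at least 70% across replicates, with every replicate also reaching that level; inconclusive means mean inhibition reaches 70% but some replicates fall short; inactive means mean inhibition below 70%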
# Target sequence (P26447 whole entry, looked up): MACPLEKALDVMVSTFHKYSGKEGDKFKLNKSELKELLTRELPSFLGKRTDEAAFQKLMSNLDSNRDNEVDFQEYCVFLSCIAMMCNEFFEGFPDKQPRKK
#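 Assay system: human S100A4 monomer with TAMRA-labelled myosin IIA peptide / Buffer or medium: Calcium-containing HEPES buffer, pH 7.2 / Reagent: TAMRA-labelled myosin IIA heavy-chain peptide probe, 5 nM / Compound: one dose per compound / Timing: polarization read 5 min after assay mix addition, stable 5–60 min / Benchmarks: neutral control DMSO, positive control TFP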
# * = called active by the depositor; ? = inconclusive; . = not tested or not shown; & = joins results of further samples.
SMILES,DENV2 CPE rescue,PglD DTNB,ERp5 inh,SIRT5 block,Statin myotox sup,E-sel inducer,S100A4 MyoIIA
COCC(=O)N1[C@H](CO)[C@H]2c3ccccc3N(C(=O)c3cccc(OC)c3)C[C@H]21,55*,5,-2,0,-6,-0.5,-1
COc1cc2ccccc2cc1C(=O)OCc1nc2ccsc2c(=O)[nH]1,?,5,4,-1,1,.,3
Cc1ccc(NC(=S)N2CCN(S(C)(=O)=O)CC2)cc1C,1,0,2,0,24,-1.5,-5
CO[C@H]1CN(C)C(=O)c2ccc(NC(=O)Nc3ccc(F)cc3)cc2OC[C@H](C)NC[C@@H]1C,-14,.,.,-5,.,1.7,-4
Cc1noc(C)c1NC(=O)Nc1ccc2c(c1)CC(=O)N([C@H](C)CO)C[C@H](C)[C@H](CN(C)C(=O)Nc1ccccc1)O2,20*,1,3,-1,17,0.0,2
COC(=O)c1cn(NC(=O)c2cccc(F)c2)c(=O)c2ccccc12,.,0,.,.,4,-0.1,.
O=C(Cc1ccccc1)NCC(=O)OCc1ccccc1F,6,3,-1,-6,1,-0.6,2
COCC(=O)N1[C@H](CO)[C@H]2c3ccccc3N(C(=O)c3cccnc3)C[C@H]21,59*,0,4,6,5,-0.1,5
Cc1ccc(CSCC(=O)Nc2cc(S(=O)(=O)N3CCOCC3)ccc2OC(C)C)cc1,-3,.,2,-4,.,.,1
COc1ccccc1-c1ccc(SCC(=O)NC2CCCCC2)nn1,5,-3,5,1,.,.,-2
Cc1cc(C)c2c(n1)sc1c(N3CCCCC3)ncnc12,?,7,-2,-2,.,1.7,-10
O=C(CN1C(=O)c2ccccc2C1=O)OCC(=O)N1CCCCC1,-7,-5,3,-2,0,-0.2,-1
Nc1nonc1-n1nnc(C(=O)N/N=C/c2ccc(Br)cc2)c1CN1CCOCC1,3,6,7,1,-3,.,-2
COc1ccc(NC(=O)Nc2ccc3c(c2)C(=O)N([C@H](C)CO)C[C@@H](C)[C@H](CN(C)S(C)(=O)=O)O3)cc1,7,0,-10,1,-21,0.0,-21
CCCNC(=O)[C@H]1[C@H](CO)[C@H]2Cn3c(ccc(-c4ccncc4)c3=O)[C@@H]1N2C(=O)CC1CC1,0,0,-10,-66,9,-0.6,3
O=C(NC1CCCCC1)c1cc(S(=O)(=O)N2CCCC2)ccc1Cl,0,6,-4,-1,23,.,-4
CCn1cnc2c(Nc3cccc(Cl)c3)nc(C#N)nc21,?,-2,-8,-2,-48,0.1,-4
Nn1c(SCC(=O)NCC2CCCO2)nnc1-c1ccc(OC(F)F)cc1 (stereo not given),0,2,4,-4,-13,7.9,-3
COc1ccc(CN2C(=O)C(CC(=O)NC3CC3)CC(C(=O)N(C)C)=C2C)cc1 (stereo not given),?,3,3,-1,15,0.0,-2
C[C@@H](C(=O)NCc1c(F)cccc1Cl)N1C(=O)N2CCc3c([nH]c4ccccc34)[C@@]2(C)C1=O,7,-4,5,.,22,.,-6
O=C(c1ccco1)N1N=C(c2ccccc2)CC1c1ccc2nccnc2c1 (stereo not given),5,0,.,-4,.,.,1
Cc1cc(S(=O)(=O)Nc2c(C)ccc3nsnc23)ccc1F,.,6,-6,-2,2,.,-4
CCOC(=O)c1ccc(NC(=O)c2nc[nH]c2C(=O)N(C)CCO)cc1,15,1,0,0,1,-2.2,-3
O=C1c2cccnc2C(O)N1Cc1ccccc1 (stereo not given),.,0,1,-1,-13,.,-5
COc1ccc(N2CCN(C(=S)Nc3cccc(C)c3)CC2)cc1,5,7,-2,-6,-10,.,-6

# 4 records picked at random from the list so far, as already listed:
SMILES,DENV2 CPE rescue,PglD DTNB,ERp5 inh,SIRT5 block,Statin myotox sup,E-sel inducer,S100A4 MyoIIA
COc1ccc(CN2C(=O)C(CC(=O)NC3CC3)CC(C(=O)N(C)C)=C2C)cc1 (stereo not given),?,3,3,-1,15,0.0,-2
COc1ccc(NC(=O)Nc2ccc3c(c2)C(=O)N([C@H](C)CO)C[C@@H](C)[C@H](CN(C)S(C)(=O)=O)O3)cc1,7,0,-10,1,-21,0.0,-21
O=C(NC1CCCCC1)c1cc(S(=O)(=O)N2CCCC2)ccc1Cl,0,6,-4,-1,23,.,-4
O=C(c1ccco1)N1N=C(c2ccccc2)CC1c1ccc2nccnc2c1 (stereo not given),5,0,.,-4,.,.,1

# The results go on.
SMILES,DENV2 CPE rescue,PglD DTNB,ERp5 inh,SIRT5 block,Statin myotox sup,E-sel inducer,S100A4 MyoIIA
CCOC(=O)Cn1c(=O)oc2cc(S(=O)(=O)N3CCC(N4CCCCC4)CC3)ccc21,6,.,10,.,12,0.0,-4
O=C(COC(=O)/C=C/C(=O)OCC(=O)Nc1ccccc1F)Nc1ccccc1F,11,.,3,.,.,-4.9,1
Cc1ccccc1S(=O)(=O)N1CC(=O)N2[C@H](C1)[C@H](c1ccc(C#CCC3CCCC3)cc1)[C@@H]2CO,5,.,-1,10,.,-0.8,-1
CCOc1ccc(C(C(=O)NCC2CCCO2)N(C(=O)c2snc(C(N)=O)c2N)c2cccc(F)c2)cc1 (stereo not given),3,0,1,-3,-8,.,1
CC(C)CCN1CCN(Cc2ccc(N3CCNC3=O)cc2)CC1CCO (stereo not given),1,.,-1,-5,.,0.9,0
CNC[C@H]1Oc2ccc(NS(=O)(=O)c3cccs3)cc2CC(=O)N([C@@H](C)CO)C[C@H]1C,-1,5,-1,-1,1,.,5
COc1ccc(NC(=O)/C=C/c2ccc(OC)c(OC)c2)cn1,1,.,-6,2,.,0.0,-2
CCN(CC(=O)NCc1ccc(Cl)cc1)C(=O)c1ccc(S(=O)(=O)N(C)C)cc1,2,.,7,-2,0,-1.3,-2
O=S(=O)(Nc1ccc(S(=O)(=O)Nc2nccs2)cc1)c1ccc(Br)cc1,-4,-2,-9,-5,2,.,0
CCC(=O)N(C)C[C@@H]1Oc2cc(C#C[C@H](C)O)ccc2S(=O)(=O)N([C@@H](C)CO)C[C@@H]1C,16,1,8,-5,11,0.4,6
CCc1nnc(NC(=O)CN2C(=O)/C(=C/c3cc(OC)c(OC)c(OC)c3)SC2=S)s1,2,-6,-11,.,.,2.3,-2
Cc1nc2ccccc2n1/C(=N\S(=O)(=O)c1ccccc1)c1ccccc1,1,.,7,-1,.,-2.0,-3
Cc1nc2ccsc2c(=O)n1-c1cccc(Cl)c1,1,.,-1,-4,1,3.4,1
Cc1cc(OCC(=O)Nc2ccc(S(=O)(=O)NC3=NCCCCC3)cc2)c(C(C)C)cc1Cl,-9,-3,-1,-4,.,-0.4,-5
C[C@H]1CN([C@@H](C)CO)S(=O)(=O)c2ccc(C#Cc3ccccn3)cc2O[C@@H]1CN(C)Cc1ccc(F)cc1,4,2,4,1,-35,0.5,-4
O=C(CS(=O)(=O)c1ccc(Cl)cc1)N1CCN(c2ccccc2)CC1,7,2,2,.,1,-0.1,-1
Cc1ccc(CCNC(=O)C2CCN(S(=O)(=O)c3ccc4c(c3)CCC(=O)N4)CC2)cc1,-4,2,-1,.,-3,.,-1
CC(=O)Nc1ccc2oc(C)nc2c1,-5,.,2,-3,.,-1.1,-1
COc1cccc(-c2noc(C3CCCN(C(=O)c4ccc(F)cc4F)C3)n2)c1 (stereo not given),-3,-7,4,-6,27,.,-3
Cc1nn(CCCC(=O)NCCc2ccc(Cl)cc2)c(=O)c2nn(-c3ccccc3)c(C)c12,-2,0,.,-8,-22,.,14
CCN1CCc2c(sc(NC(=O)c3ccc(S(=O)(=O)N4CCOCC4)cc3)c2C(N)=O)C1,0,-5,8,-1,-3,4.7,-4
Cc1ccccc1C(=O)NNC(=S)NC(=O)c1cccs1,10,-2,-13,-1,-18,.,0
O=C(COC(=O)Cc1ccc(Br)cc1)Nc1c(F)c(F)c(F)c(F)c1F,-3,1,1,-2,-4,.,-1
Cc1csc(-c2coc3cc(O)cc(C)c3c2=O)n1,-3,-2,3,2,-1,.,-17
CC(=O)Oc1ccc(OC(C)=O)c2c1CC1(C)OC1(C)C2 (stereo not given),12,.,2,-4,.,-0.4,-3
# Further records follow.
SMILES,DENV2 CPE rescue,PglD DTNB,ERp5 inh,SIRT5 block,Statin myotox sup,E-sel inducer,S100A4 MyoIIA
CC(C)(C)c1ccc(CC(=O)N2CCC2(C)C(=O)NS(=O)(=O)c2ccccc2Cl)cc1 (stereo not given),-2,-2,-5,.,13,-1.0,-1
C[C@@H]1CN([C@@H](C)CO)S(=O)(=O)c2ccc(Br)cc2O[C@H]1CN(C)C(=O)C1CCC1,-10&-3,-7&-3,5&0,-1&-1,5&20&15,-0.1&0.5,-4&-8
CCOc1ccc(CCNC(=O)c2ccccc2OCc2c(C)noc2C)cc1OCC,-1,.,-1,5,.,-0.2,1
CO[C@H]1CN(C)C(=O)c2ccc(NC(=O)NC(C)C)cc2OC[C@@H](C)N(Cc2ccccn2)C[C@H]1C,10,1,-2,-2,17,0.0,23
O=C(N=C1SC2CS(=O)(=O)CC2N1c1cccc(Cl)c1Cl)C1CC1 (stereo not given),1,.,0,-2,6,1.4,-3
CO[C@@H]1CN(C)C(=O)c2ccc(NC(=O)CC(F)(F)F)cc2OC[C@H](C)N(C(=O)C2CCOCC2)C[C@H]1C,-2,.,-1,0,.,.,-24
O=C(NCC1CCCO1)c1ccc(NC(=O)c2ccc(Br)cc2)cc1 (stereo not given),0,-7,7,-3,.,0.1,2
CCOC(=O)C1(Cc2ccc(OC)cc2)CCN(C(=O)c2sc(C)nc2C)CC1,0,-3,-6,0,3,0.6,-1
O=C(CCc1nnc2ccc(NCc3ccco3)nn12)N1CCN(c2ccc(F)cc2)CC1,10,5,0,-1,-25,.,0
O=C(Cn1cc2c(n1)CCCC2)NCCCN1CCN(c2ccccc2F)CC1,12,-4,4,2,19,-0.2,5
CC(=O)N1CCOc2ccc(S(=O)(=O)Nc3ncccc3C)cc21,-5,1,2,-1,5,.,-4
CNc1cc(-c2ccc(C(=O)OC)cc2)ncn1,2,1,-6,-2,7,-0.2,12
COc1ccc(S(=O)(=O)Nc2ccc3c(c2)C(=O)N([C@H](C)CO)C[C@H](C)[C@H](CN(C)C(=O)NC2CCCCC2)OCCCC[C@H](C)O3)cc1,-2,-5,-4,8,.,.,4
C[C@@H]1CN([C@H](C)CO)C(=O)Cc2cc(NC(=O)CCCCCC(=O)Nc3ccccc3N)ccc2O[C@H]1CN(C)S(C)(=O)=O,4,-1,-5,.,-14,-5.2,4
O=C(CSc1nnc2c(n1)[nH]c1ccccc12)NCc1ccccc1F,-6,2,-2,-3,1,.,2
OC[C@@H]1Nc2ccc(-c3ccc(F)cc3)cc2[C@H]2[C@@H]1CCN2Cc1ccc(F)cc1,-11,3,.,.,38,-0.7,.
Cc1cccc(C)c1NC(=O)CN1CCN(C(=O)CCC(=O)N2CCC(c3ccccc3)=N2)CC1,-2,2,-2,.,1,1.0,7
COc1cccc(NC(=O)C2(C)CCN2C(=O)CCC2CCCC2)c1 (stereo not given),14,4,-6,0,5,1.6,1
O=[N+]([O-])c1ccc(N(CCO)Cc2ccccc2)c([N+](=O)[O-])c1,-4,0,0,1,-9,0.1,1
COc1ccc(NC(=O)Nc2ccc3c(c2)C(=O)N([C@@H](C)CO)C[C@@H](C)[C@H](CN(C)C(=O)NC2CCCCC2)OCCCC[C@@H](C)O3)cc1,-1,1,-4,0,.,-0.2,-4
C[C@H]1CN([C@@H](C)CO)C(=O)c2cccc(NC(=O)c3nc4ccccc4s3)c2O[C@@H]1CN(C)Cc1ccc(Cl)c(Cl)c1,-11,0,1,2,.,-6.9,3
C[C@@H]1CN([C@@H](C)CO)C(=O)Cc2cc(NC(=O)Cc3cn(C)c4ccccc34)ccc2O[C@@H]1CN(C)Cc1ccc2c(c1)OCO2,14,-1,1,1,41,.,6
CC(C)(C)NC(=O)c1cccc(NC(=O)c2ccc3c(c2)C(=O)N(C(C)(C)C)C3=O)c1,44*,-3,4,2,-34,1.2,1
Cc1ccc(C(O)c2ncc(-c3ccc(Cl)cc3)[nH]2)cc1 (stereo not given),4,-8,4,-5,-6,0.1,-2

# Assay outcomes (PubChem)

# Some of the compounds tested; count on the stated rates, not on these rows.
